HDAC3 inh – human HDAC3 inhibition | O15379 | recombinant HDAC3, fluorogenic peptide/trypsin coupled, fluorescence | actives 0.15% (n = 320,000) | inhibition, % at 8.3 µM; in the data active = inhibition above about 26%, passing the limit was not always enough; inconclusive = no clear call, values can overlap the other calls
Target sequence (O15379 whole entry, looked up): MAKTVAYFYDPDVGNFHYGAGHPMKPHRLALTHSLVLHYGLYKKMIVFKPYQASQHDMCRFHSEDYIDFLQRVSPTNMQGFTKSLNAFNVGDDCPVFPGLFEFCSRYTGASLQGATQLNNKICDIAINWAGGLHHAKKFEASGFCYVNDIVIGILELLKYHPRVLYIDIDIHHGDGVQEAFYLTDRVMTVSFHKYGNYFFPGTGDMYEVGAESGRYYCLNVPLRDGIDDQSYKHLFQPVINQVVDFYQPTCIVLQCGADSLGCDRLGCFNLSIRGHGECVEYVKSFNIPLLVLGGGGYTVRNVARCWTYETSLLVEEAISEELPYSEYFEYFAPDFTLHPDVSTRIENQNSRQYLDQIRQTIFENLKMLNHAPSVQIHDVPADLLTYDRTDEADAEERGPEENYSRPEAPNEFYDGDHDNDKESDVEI
An asterisk follows results filed as active; ? = inconclusive. Some of the compounds tested; count on the stated rates, not on these rows.

SMILES	HDAC3 inh
Cc1ccc(S(=O)(=O)N2CCCCC2)cc1NC(=O)c1cc(F)c(F)c(F)c1F	4.4
Cn1nc(C(=O)OCC(=O)Nc2ccccc2[N+](=O)[O-])c2ccccc2c1=O	2.9
COc1ccc(CCC2(C)NC(=O)N(C(C)C(=O)N3c4ccccc4CC3C)C2=O)cc1 (stereo not drawn)	0.3
Oc1cccc(O)c1O	0.9
COc1ccc(CCNC(=O)COC(=O)c2ccc(C)s2)cc1	-4.2
COc1ccc(NC(=O)c2ccc3c(c2)OCO3)cc1S(=O)(=O)N1CCOCC1	2.7
COc1ccc2sc(-c3ccccc3OC)c(-c3ccc(OC)nc3)c2c1	-2.9
COc1ccc(S(=O)(=O)N(C)C[C@H]2Oc3ccc(NC(=O)Cn4cnnn4)cc3C(=O)N([C@H](C)CO)C[C@@H]2C)cc1	-1.9
COc1ccc(-c2cc(C(=O)OCC(=O)N3CCOCC3)c3ccccc3n2)cc1	0.0
COc1ccc(-c2nn(-c3ccccc3)cc2C(=O)N2CCN(C(=O)c3ccco3)CC2)cc1	-12.7
Cc1cccc(NC(=O)c2ccc(OCc3c(C)noc3C)cc2)c1C	-4.3
Cc1[nH]c(SCC(=O)Nc2cc(S(C)(=O)=O)ccc2Cl)nc1Cc1ccccc1	-4.1
Cc1ccc(C2=CC(=O)C[C@H](c3ccc4c(c3)OCO4)C2)cc1	3.8
O=C(CSc1cccc[n+]1[O-])Nc1ccc(Cl)cc1F	-4.9
COc1ccc(NC(=O)Nc2cccc3c2O[C@H](CN(C)C(=O)NC2CCCCC2)[C@@H](C)CN([C@H](C)CO)C3=O)cc1	-2.0
COc1ccc(CCC(=O)Nc2ccc(S(=O)(=O)N3CCCC3)cc2)cc1OC	1.8
N#Cc1cccc(S(=O)(=O)NCc2nnc3ccccn23)c1	-3.0
COC(=O)C1=C(C(=O)OC)[C@]2([C@H]3CCCCN[C@@H](Cc4ccccc4)C(=O)N3Cc3ccccc3)C=C[C@H]1O2	11.0
CC(C)(C)[C@@H]1COC(=O)[C@H](Cc2ccc(F)cc2)C/C=C\C[C@@H](CC(=O)N(CCO)Cc2ccccc2)C(=O)N1	2.2
NC(=O)C1CCN(C(=O)c2ccc(-c3ccccc3Cl)o2)CC1	0.1
CCOC(=O)CCCCCC(=O)Nc1ccc2c(c1)CC(=O)N([C@H](C)CO)C[C@H](C)[C@H](CN(C)S(=O)(=O)c1ccc(OC)cc1)O2	5.3
Cc1ccc(S(=O)(=O)OCCC2=CC(=O)CCN2Cc2ccccc2)cc1	-2.8
COc1ccccc1NC(=O)COC(=O)c1ccc(S(=O)(=O)N2CCCCCC2)cc1	-0.5
CCN(CC)c1ccc(NC(=O)c2ccc(S(=O)(=O)N3CCOCC3)cc2)cc1	6.3
CCN(C(=O)COC(=O)c1ccccc1O)c1nc2ccccc2s1	-5.4
C[C@H]1CN([C@@H](C)CO)C(=O)Cc2cc(NS(=O)(=O)c3cccs3)ccc2O[C@H]1CN(C)S(=O)(=O)c1cn(C)cn1	-2.9
COCCN(CC(=O)Nc1cccc(C)c1C)C(=O)C1(c2ccc(Cl)cc2)CCC1	-2.4
O=C(CSc1nnc(C2CC2)n1C1CC1)c1ccc(F)c(F)c1	-6.4
C[C@@]12C(=O)N(CC3CCCO3)CC(=O)N1[C@H]1c3ccccc3OC[C@@H]1[C@@H]2c1ccccc1 (stereo partly drawn)	7.5
Cc1ccc(S(=O)(=O)N2CCOCC2)cc1C(=O)NCC1CCCCC1	-3.8
Cc1ccc(OCc2ccc(C(=O)NCC3CCCO3)cc2)cc1C (stereo not drawn)	6.9
C[C@H]1CN=C(N(C)C)N1CCc1ccccc1	-0.5
CC(NC(=O)COC(=O)c1ccc2c(c1)OCCO2)c1ccccc1 (stereo not drawn)	-0.3
O=C(/C=C/c1ccccc1Cl)NNC(=O)c1ccncc1	-0.9
O=C(CN1CCN(S(=O)(=O)c2ccc(F)cc2)CC1)NCC1(N2CCOCC2)CCCCC1	0.3
CCC(CO)Oc1cc(NCc2ccc(C)c(C)c2)c2ncn(C(C)C)c2c1 (stereo not drawn)	14.9

Pulled by compound from the entries so far:
SMILES	HDAC3 inh
C[C@@]12C(=O)N(CC3CCCO3)CC(=O)N1[C@H]1c3ccccc3OC[C@@H]1[C@@H]2c1ccccc1 (stereo partly drawn)	7.5
Cc1ccc(S(=O)(=O)N2CCOCC2)cc1C(=O)NCC1CCCCC1	-3.8
CCN(C(=O)COC(=O)c1ccccc1O)c1nc2ccccc2s1	-5.4

(next part)
SMILES	HDAC3 inh
CC(C)(C)OC(=O)C[C@@H]1C/C=C\C[C@@H](CC(=O)NCCO)C(=O)N[C@H](Cc2ccccc2)COC1=O	1.5
CS(=O)(=O)Nc1ccccc1C(=O)OCC(=O)NCc1cccs1	-10.7
CC(=O)Nc1cccc(C(=O)N2CCN(S(=O)(=O)Cc3ccccc3)CC2)c1	5.7
COc1ccc(S(=O)(=O)N2CCCCC2)cc1NC(=O)c1cnc(C)cn1	-6.7
O=C(CCNC(=O)c1ccc([N+](=O)[O-])cc1)NCc1cccs1	2.9
O=C(COC(=O)c1ccc(F)c(S(=O)(=O)N2CCOCC2)c1)NCCc1ccc(F)cc1	-5.8
COc1ccc(C(C)(C)C)cc1NC(=O)CN1C(=O)C(=O)N(Cc2ccco2)C1=O	4.6
COc1cccc(/C=C/C(=O)OCC(=O)NCc2ccc3c(c2)OCO3)c1	2.8
CCOC(=O)C1=CN2CCCC[C@@H]2CC1=O	-1.1
O=C(Nc1cc(S(=O)(=O)N2CCOCC2)ccc1N1CCCCC1)c1ccccc1Br	7.5
O=C(NC1CCC(Oc2ccc(C(=O)O)cc2)CC1)NC12CC3CC(CC(C3)C1)C2 (stereo not drawn)	-3.3
O=C(c1cccc(S(=O)(=O)NCc2ccccc2)c1)N1CCN(c2ccccc2)CC1	0.5
COc1cccc(NC(=O)CN(C)C(=O)c2cn(-c3ccccc3)nc2-c2cccnc2)c1	-3.3
CC1CCCC(NC(=O)c2cccs2)C1C (stereo not drawn)	5.8
COc1cccc(-c2ncc3ccccc3c2CO)c1	-4.6
Cn1c(-c2ccsc2)c(-c2cccs2)c2cc(-c3ccc4cc[nH]c4c3)ccc21	-2.5
COc1ccccc1N(CC(=O)Nc1ccccc1)S(=O)(=O)c1cccs1	0.9
Cc1c(NS(=O)(=O)c2cccc(C(=O)Nc3ccccc3)c2)c(=O)n(-c2ccccc2)n1C	-4.4
CN(C)S(=O)(=O)c1cccc(NC(=O)/C=C/c2ccc(S(=O)(=O)N3CCOCC3)cc2)c1	0.5
COc1ccccc1C(=O)NCCC(=O)NC1=NCCS1	-1.3
CC1CCCCC12NC(=O)N(CC(=O)NCc1ccccc1)C2=O (stereo not drawn)	-7.5
CC1CCCCC1NC(=O)CN1CCN(S(=O)(=O)c2ccc(Br)s2)CC1 (stereo not drawn)	0.2
C[C@H](O)Cc1cn(-c2cc3cc(C#Cc4ccsc4)ccc3oc2=O)nn1	-9.6
O=C(COc1ccc(Cl)cc1Cl)OCC(=O)c1ccc[nH]1	16.6
COCCn1cnnc1SCC(=O)Nc1sc2c(c1C#N)CCC2	1.1
COc1cc(/C=C/C(=O)OCC(=O)NCC2CCCCC2)ccc1O	-2.0
O=C(COC(=O)C1=COCCO1)Nc1ccc(Br)cc1Br	-7.5
C[C@H](NC(=O)c1nc[nH]c1C(=O)NCc1ccc(CNC(=O)OC(C)(C)C)cc1)C(=O)OCc1ccccc1	-6.1
O=C1CC/C=C\C[C@@H](CC(=O)N(CCO)Cc2ccccc2)C(=O)N2CCC[C@H]2CO1	-10.0
NC(=O)C1CCN(c2nc(-c3ccc4ccccc4c3)cs2)CC1	2.2
CN(CC(=O)Nc1ccccc1Cl)C(=O)Cn1cnc2ccc(Cl)cc2c1=O	0.3
O=C1OC[C@@H]2CCCN2C(=O)[C@@H](CC(=O)N(CCO)Cc2ccccc2)C/C=C\C[C@@H]1Cc1ccc(F)cc1	8.6
COc1cc(OC)cc(C(=O)NC(C(=O)NNC(=O)c2ccc(C)cc2)C(C)C)c1 (stereo not drawn)	-2.0
Cc1nnc(SCC(=O)Nc2ccc(N3CCOCC3)cc2)n1Cc1ccccc1	-0.2
COc1ccc([C@H]2CC(=O)C=C(c3ccc4cc[nH]c4c3)C2)cc1	-0.6
CC(NC(=O)COC(=O)CNC(=O)c1ccccc1Cl)C1CC2CCC1C2 (stereo not drawn)	-3.4

Structural class, those above with a tert-butyl group
SMILES	HDAC3 inh
CC(C)(C)[C@@H]1COC(=O)[C@H](Cc2ccc(F)cc2)C/C=C\C[C@@H](CC(=O)N(CCO)Cc2ccccc2)C(=O)N1	2.2
CC(C)(C)OC(=O)C[C@@H]1C/C=C\C[C@@H](CC(=O)NCCO)C(=O)N[C@H](Cc2ccccc2)COC1=O	1.5
COc1ccc(C(C)(C)C)cc1NC(=O)CN1C(=O)C(=O)N(Cc2ccco2)C1=O	4.6
C[C@H](NC(=O)c1nc[nH]c1C(=O)NCc1ccc(CNC(=O)OC(C)(C)C)cc1)C(=O)OCc1ccccc1	-6.1

An excerpt from above in order of their number in HDAC3 inh, falling.
SMILES	HDAC3 inh
COc1cccc(/C=C/C(=O)OCC(=O)NCc2ccc3c(c2)OCO3)c1	2.8
CC(NC(=O)COC(=O)CNC(=O)c1ccccc1Cl)C1CC2CCC1C2 (stereo not drawn)	-3.4
Cc1cccc(NC(=O)c2ccc(OCc3c(C)noc3C)cc2)c1C	-4.3

(continued)
SMILES	HDAC3 inh
CN(CC(=O)Nc1ccccc1Br)C(=O)CN(C)C1CCCCC1	-2.0
CN(CC(=O)Nc1ccc(F)cc1)CC(=O)NC1CCCCC1	0.8
O=C(NC1CCC(O)CC1)c1cc(Cl)c2c(c1)OCCO2 (stereo not drawn)	-2.4
Cc1ccc(S(=O)(=O)N2CCN(C(=O)COC(=O)C3CC3C)CC2)c(C)c1 (stereo not drawn)	2.0
CS(=O)(=O)c1ccc(NC(=O)c2ccccc2-n2cnnn2)cc1	-3.1
CCC1CCc2sc(C(=O)NNC(=S)NCC3CCCO3)cc2C1 (stereo not drawn)	0.8
COC(=O)c1ccc(CNC(=O)Cn2cnc3c(SC)nc(N)nc32)cc1	3.8
CCOC(=O)CN(C(=O)COC(=O)C1=NNC(=O)CC1)c1ccc(F)cc1	2.9
COc1ccc(S(=O)(=O)N2CCOCC2)cc1NC(=O)CN(C)CC(=O)Nc1cccc(F)c1	-2.7
COc1cc2c(cc1OC)CN(C(=O)CN1C(=O)NC3(CCC(C)CC3)C1=O)CC2 (stereo not drawn)	1.5
Cc1c(Cl)cccc1NC(=O)CSc1nnnn1C	1.7
COc1ccc(C(=O)Nc2ccccc2N2CCOCC2)cc1S(=O)(=O)N1CCCC1	4.6

2 of these compounds, reformatted:
| HDAC3 inh | Structure |
| --- | --- |
| -7.5 | O=C(COC(=O)C1=COCCO1)Nc1ccc(Br)cc1Br |
| -6.1 | C[C@H](NC(=O)c1nc[nH]c1C(=O)NCc1ccc(CNC(=O)OC(C)(C)C)cc1)C(=O)OCc1ccccc1 |

New compounds follow
SMILES	HDAC3 inh
O=C(OCC(=O)N1CCOCC1)c1ccccc1OCc1ccccc1	0.9
O=C(NCc1ccccc1F)c1cccc(S(=O)(=O)N2CCCCCC2)c1	0.0
O=C(COC(=O)c1ccco1)NC1CCCc2ccccc21 (stereo not drawn)	-2.6
COc1ccc(OC)c(NC(=O)COC(=O)CCCN=C2NS(=O)(=O)c3ccccc32)c1	5.9
COc1ccc(C(=O)OCC(=O)N2CCc3ccccc3C2)cc1OC	-8.6
c1cncc(-c2cnc3ccccc3c2)c1	10.9
COc1cc(OC)cc(-c2c(-c3cccs3)c3cc(-c4ccc5[nH]ccc5c4)ccc3n2C)c1	-9.1
COc1ccccc1N(C)S(=O)(=O)c1ccc(C(=O)Nc2cc(F)ccc2C)cc1	2.4
COc1ccc(OC)c(NC(=O)CSc2nc(O)cc(=O)n2CC(C)C)c1	3.8
O=C(CN1C(=O)COc2ccc(Cl)cc21)Nc1nccs1	2.9
Cc1cc(C)n2nc(C(=O)OCC(=O)N(C)C3CCS(=O)(=O)C3)nc2n1 (stereo not drawn)	-0.6
Fc1ccc2c(-c3cccc(C(F)(F)F)c3)c(-c3ccccc3)ncc2c1	1.8
O=C(CO)C(O)C(O)C(O)CO (stereo not drawn)	-0.5
C=CC[C@@H](CC(=O)N[C@@H](CO)Cc1ccccc1)C(=O)NC[C@@H](OC(=O)[C@@H](CC=C)CC(=O)OC(C)(C)C)c1ccccc1	11.0
CCC1Nc2ncnc(N3CCN(c4ccccn4)CC3)c2N(Cc2ccc(Br)cc2)C1=O (stereo not drawn)	6.0
COc1cc(C)c(NC(=O)COc2ccc3c(c2)CCC3)cc1OC	?
O=C1N[C@@H](Cc2ccccc2)COC(=O)[C@H](Cc2ccc(F)cc2)CC/C=C/C[C@@H]1CC(=O)N(CCO)Cc1ccccc1	19.3
O=C(CC1CCCC1)Nc1ccc(Cl)c(S(=O)(=O)N2CCOCC2)c1	5.0
Cn1nnnc1Sc1ncnc2scc(-c3ccc[nH]3)c12	3.0
CC(C)=C[C@H]1C[C@H](C)[C@H]2CC[C@H](C)c3c(O[C@@H]4OC[C@@H](O)[C@H](O)C4O)c(O)c(C)c1c32 (stereo partly drawn)	16.4
Cc1ccc(S(=O)(=O)N2CCN(C(=O)Cn3c(=O)cnc4ccccc43)CC2)c(C)c1	-7.6
CCC(CO)Oc1cc(NCc2ccccc2F)c2ncn(C(C)C)c2c1 (stereo not drawn)	6.9
Cc1c(NC(=O)C(C)OC(=O)c2cccnc2Cl)c(=O)n(-c2ccccc2)n1C (stereo not drawn)	10.2
C[C@H](CO)N1C[C@H](C)[C@@H](CN(C)CC2CCCCC2)Oc2c(NC(=O)C3CC3)cccc2C1=O	5.7
CN(Cc1ccccc1)C(=O)c1cccc(NC(=O)Cc2cccc([N+](=O)[O-])c2)c1	4.1
COc1cc(C(=O)COC(=O)C2CCCCC2)cc(OC)c1OC	3.1
Cc1cc(C)c(NC(=O)CN(C)C(=O)c2ccc(OCc3ccccc3)cc2)c(C)c1	2.2
COc1cccc(OCCNS(=O)(=O)c2ccccc2[N+](=O)[O-])c1	5.8
COc1ccc([C@H]2CC(=O)C=C(/C=C/c3ccc(Cl)cc3)C2)cc1	0.1
O=C(CCc1nc(-c2ccc(Cl)cc2)no1)NCc1ccccc1CN1CCOCC1	-16.9
COc1ccc2c(c1)OC[C@H]1[C@H]2N2C(=O)c3ccccc3NC(=O)[C@@]2(C)[C@H]1c1ccccc1	8.4
